Source: PubChem BioAssay (The Scripps Research Institute Molecular Screening Center)
CHO-K1 Ca antag: nonselective inhibitor or artifact in parental CHO-K1 cells; ATP-induced calcium, Fluo-8 fluorescence; inhibition, % at 3 µM; 360,000 compounds, 0.6% hits;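 active means inhibition above a per-plate cutoff, the plate's mean sample inhibition plus 3 SD, cut at about 24% in these data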;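 further: 0% = DMSO plus EC80 ATP and 100% = DMSO alone without ATP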
CHRM5 antagonist: blocks acetylcholine activation of human M5 receptor; 360,000 compounds, 0.59% hits; AID 624040; CHO-hM5 cells, Fluo-8 calcium fluorescence, ACh EC80; inhibition, % at 3 µM;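 active means inhibition above a per-plate cutoff, the mean of that plate's test compounds plus 3 SD, cut at about 27% in these data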;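 further: 0% = acetylcholine EC80 with DMSO and 100% = DMSO without agonist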
Target sequence (P08912 whole entry, looked up): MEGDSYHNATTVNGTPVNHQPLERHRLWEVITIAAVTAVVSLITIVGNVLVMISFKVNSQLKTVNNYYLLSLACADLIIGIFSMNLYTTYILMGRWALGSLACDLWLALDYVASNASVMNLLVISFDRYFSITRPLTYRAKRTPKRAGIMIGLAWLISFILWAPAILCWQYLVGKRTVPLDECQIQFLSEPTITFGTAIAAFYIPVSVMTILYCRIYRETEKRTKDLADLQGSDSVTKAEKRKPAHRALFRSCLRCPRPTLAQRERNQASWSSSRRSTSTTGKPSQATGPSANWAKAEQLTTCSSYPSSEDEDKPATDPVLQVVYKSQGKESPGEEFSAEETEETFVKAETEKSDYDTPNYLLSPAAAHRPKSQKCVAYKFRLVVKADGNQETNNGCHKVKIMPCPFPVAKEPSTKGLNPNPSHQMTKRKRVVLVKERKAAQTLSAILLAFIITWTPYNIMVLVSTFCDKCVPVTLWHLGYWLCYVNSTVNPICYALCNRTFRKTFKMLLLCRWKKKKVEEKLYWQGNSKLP
CHRM5 agonist: agonists of human muscarinic M5 receptor (CHRM5) | CHO-K1 hM5 cells, Fluo-8 calcium fluorescence; 0% DMSO wells, 100% maximal acetylcholine response | AID 624037 | 360,000 compounds, 0.19% hits | activation, % at 3 µM;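 active means activation above the run's mean over test compounds plus 3 SD, cut at about 23% in these data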;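 further: signal is peak over basal fluorescence ratio across the kinetic read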
M1 PAM parental: M1 PAM counterscreen hit in parental CHO-K1 cells | ATP EC20, Fluo-8 calcium fluorescence; 0% at ATP EC20, 100% at ATP max | activation, % at 3 µM | 360,000 compounds, 0.02% hits;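 active means activation above the run cutoff, the mean activation of all test compounds plus 3 SD, cut at about 40% in these data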;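 further: peak over basal fluorescence ratio in a 140 s read after ATP addition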
M5 PAM: potentiates acetylcholine response at human M5 receptor; CHO-K1 hM5, Fluo-8 calcium, ACh EC20 PAM; 0% = ACh EC20, 100% = ACh EC100; activation, % at 3 µM; 360,000 compounds, 0.3% hits; AID 624038;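 active means activation above the run cutoff, the mean activation of all test compounds plus 3 SD, cut at about 18% in these data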
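system = human M5 receptor in CHO-K1 cells | compound = one concentration, 3 µM final (nominal) | schedule = Post-acetylcholine fluorescence recording 140 s | signal = Fluo-8 calcium dye fluorescence, kinetic read | benchmarks = low control EC20 acetylcholine (0%), high control EC100 acetylcholine (100%) | repeats = singlicate, one well per test compound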
CHRM4 agonist: CHRM4 agonism in calcium assay. P08173. CHO-K1 hM4/Gqi5, Fluo-8 calcium fluorescence; vehicle 0%, full acetylcholine response 100%. activation, % at 3 µM. 360,000 compounds, 0.14% hits. AID 624127;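 active means activation above the run mean over all test wells plus 3 SD, cut at about 32% in these data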;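 further: peak over basal fluorescence ratio per well then scaled between controls; 0% = DMSO wells and 100% = acetylcholine at EC100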
Target sequence (P08173 whole entry, looked up): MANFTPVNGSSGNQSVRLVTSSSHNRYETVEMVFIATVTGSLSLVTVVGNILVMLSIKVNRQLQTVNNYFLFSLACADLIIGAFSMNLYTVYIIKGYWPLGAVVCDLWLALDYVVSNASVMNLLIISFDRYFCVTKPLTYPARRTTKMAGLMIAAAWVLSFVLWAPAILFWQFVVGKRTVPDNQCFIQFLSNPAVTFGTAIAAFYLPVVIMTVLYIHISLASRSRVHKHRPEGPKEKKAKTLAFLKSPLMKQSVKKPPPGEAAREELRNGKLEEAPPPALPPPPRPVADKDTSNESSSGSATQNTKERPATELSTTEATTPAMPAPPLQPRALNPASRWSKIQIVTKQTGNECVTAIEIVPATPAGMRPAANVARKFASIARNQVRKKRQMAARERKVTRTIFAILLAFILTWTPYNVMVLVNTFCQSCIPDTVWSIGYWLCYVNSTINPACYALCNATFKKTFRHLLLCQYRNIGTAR
M4 PAM: positive allosteric modulators of human muscarinic M4 receptor. 360,000 compounds, 0.4% hits. P08173. CHO-K1 hM4/Gqi5, Fluo-8 calcium fluorescence, ACh EC20; 0% = ACh EC20, 100% = maximal ACh. activation, % at 3 µM;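 active means activation above its plate's cutoff, the mean activation of sample wells plus 3 SD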; further: some results filed as inactive read as strong as hits
CHRM4 antagonist: CHRM4 antagonism in calcium assay | CHO-hM4 cells, ACh EC80, Fluo-8 calcium fluorescence | inhibition, % at 3 µM | 360,000 compounds, 0.73% hits | AID 624125;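 active means inhibition above its plate's cutoff, the mean inhibition of sample wells plus 3 SD, cut at about 27% in these data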;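 further: 0% = acetylcholine EC80 with DMSO and 100% = DMSO without agonist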
CHO-K1 Ca ag: M1 agonist counterscreen hit in parental CHO-K1 cells; 360,000 compounds, 0.48% hits; AID 602248; Fluo-8 calcium fluorescence; scaled to maximal ATP response, vehicle zero; activation, % at 3 µM; in the data active means activation above about 15%;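 further: untransfected CHO-K1 host cells lacking M1 receptor as counterscreen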
Active calls of the source: *.

Value order: CHRM4 antagonist	M4 PAM	CHRM4 agonist	CHO-K1 Ca ag	CHO-K1 Ca antag	M5 PAM	CHRM5 agonist	M1 PAM parental	CHRM5 antagonist
CC1Cc2ccccc2N1C(=O)CCNS(=O)(=O)c1ccc2c(c1)CCC(=O)N2 (centres undefined)
  -3.2	8.4	1.1	0.2	10.8	0.3	-1.3	-5.8	2.4
CN1CCN(c2nc3c(c(=O)n(C)c(=O)n3C)n2Cc2ccc(Cl)cc2)CC1
  -7.2	-6.5	-0.2	0.1	-5.6	6.6	-1.9	5.5	5.3
Cc1nn(CC(=O)NC2CCCCC2)c(=O)c2cccn12
  -3.0	3.9	0.5	0.6	-15.8	4.2	0.5	-0.1	-0.3
CC(=O)Nc1cccc(C(=O)OCC(=O)c2ccc(S(=O)(=O)N3CCCCC3)cc2)c1
  3.8	-7.7	17.7	10.1	-1.7	-9.8	7.7	-2.1	2.1
C=CCn1c(C)cc(C(=O)CSc2nnc(-c3cccc(S(=O)(=O)N(CC)CC)c3)o2)c1C
  -3.5	-4.7	5.2	1.7	-1.2	-8.1	-7.5	10.0	-4.9
Cc1cc(C)c2c(N)c(C(=O)Nc3ccc(F)cc3)sc2n1
  3.8	26.9*	7.2	0.3	-6.1	-4.3	-3.7	8.5	6.0
O=C(NC1CCCc2ccccc21)c1cncc(Br)c1 (centres undefined)
  -6.2	12.3	1.0	0.2	-18.2	7.4	-7.7	23.1	-14.3
COc1cccc(-c2ncc3ccccc3c2CO)c1
  0.3	8.7	2.5	0.9	-5.4	-0.2	1.0	15.4	13.5
O=C(Cn1c(=O)c2cccn2c2cccnc21)N1CCN(c2ccc(Cl)cc2)CC1
  2.9	-1.6	3.4	3.4	-7.9	-0.1	1.8	-3.0	5.4
Clc1ccc(OCc2cc(-c3ccccc3)no2)c(Cl)c1
  4.0	1.3	0.2	2.3	-12.0	-6.9	-3.2	25.2	7.0

Value order: CHRM4 antagonist	M4 PAM	CHRM4 agonist	CHO-K1 Ca ag	CHO-K1 Ca antag	M5 PAM	CHRM5 agonist	M1 PAM parental	CHRM5 antagonist
CC(O)(c1cccc(F)c1)c1nc(-c2ccccc2)cs1 (centres undefined)
  -4.2	5.4	-0.2	-0.4	-7.6	-2.2	-0.3	12.0	2.4
CCc1c(C)sc(NC(=O)C2CCCO2)c1C#N (centres undefined)
  -7.0	2.1	0.7	-0.5	-6.8	0.2	1.1	11.6	-1.3
COc1cc(-c2cc(C(=O)O)c3c(OC)c(OC)c(OC)cc3n2)ccc1O
  -3.0	-4.7	0.0	0.5	-2.4	-1.1	-0.3	3.2	0.9
Cc1ccc(CSc2nc3c(c(N(C)C)n2)CCCC3)cc1
  -10.2	12.1	-1.6	0.4	-6.0	-7.1	-4.1	11.4	-4.0
O=C(COC(=O)CNC(=O)c1ccc(Cl)cc1)Nc1ncc(C(F)(F)F)cc1Cl
  1.4	-0.2	-0.6	0.2	8.6	-1.4	-0.1	-6.2	4.0
NC(=O)CSc1nnc(-c2ccc(S(=O)(=O)N3CCCCC3)cc2)n1-c1ccccc1
  4.9	5.0	5.8	2.3	-21.2	-2.0	5.8	7.7	3.6
O=C(O)CCCC(=O)Nc1cccc(C(=O)Nc2ccccc2C(=O)O)c1
  -3.6	8.9	-0.1	-0.5	0.3	-0.5	-2.3	19.5	7.7
CCc1noc(C)c1C(=O)NCCc1c[nH]c2ccccc12
  0.6	5.8	2.0	2.4	-6.7	3.4	3.0	13.7	-2.8
O=C(CCCc1ccccc1)N=C1SC2CS(=O)(=O)CC2N1c1ccccc1 (centres undefined)
  0.0	7.0	-0.4	0.3	8.8	7.2	-2.6	-23.4	4.9
Cc1cccc(C)c1NC(=O)CSc1nnc(Cn2nnc(-c3ccccc3)n2)n1-c1ccccc1
  -9.9	-1.9	3.5	2.0	-14.6	-0.6	-0.6	18.9	-2.4

Value order: CHRM4 antagonist	M4 PAM	CHRM4 agonist	CHO-K1 Ca ag	CHO-K1 Ca antag	M5 PAM	CHRM5 agonist	M1 PAM parental	CHRM5 antagonist
O=C(Nc1ccn(CCCNCc2ccccn2)c(=O)n1)OCc1ccccc1
  4.4	-4.0	-0.3	0.4	-10.9	-4.9	-1.9	19.9	7.7
O=C(NCc1nc2ccccc2[nH]1)C1=C[C@H](C2CC2)C[C@H](OCCCCO)O1
  9.5	7.5	0.7	0.3	-5.1	-2.8	-1.0	8.6	13.1
CC(C)NC(=O)CCNS(=O)(=O)c1ccc(Br)cc1
  5.4	0.7	0.8	0.8	-17.4	-1.9	1.7	14.1	2.5
CCC(Sc1nc2ncccc2[nH]1)C(=O)NC1CCCC1 (centres undefined)
  -20.0	1.9	1.1	0.4	-10.6	-0.6	-3.0	17.6	-7.0
O=C(NCCCN1CCOCC1)c1sc2cc(F)ccc2c1Cl
  8.4	-0.3	1.1	11.3	-3.9	0.2	-3.4	23.8	3.6
CNc1c(NS(=O)(=O)c2cc(NC(C)=O)ccc2C)c(=O)oc2ccccc12
  -4.5	-3.2	0.8	0.7	-4.4	3.9	-0.1	5.7	0.7
O=C(O)CN(c1ccc(F)cc1)S(=O)(=O)c1ccc2c(c1)OCCO2
  5.1	-2.4	0.0	-0.1	-5.3	-1.5	0.8	5.1	3.1
CCCN(C(=O)COC(=O)CSc1ccc(C(N)=O)cc1[N+](=O)[O-])C1CCS(=O)(=O)C1 (centres undefined)
  -12.8	9.6	0.0	0.8	-7.6	-5.7	-0.1	7.5	5.2
N/C(=N\OC(=O)Nc1ccccc1)c1ncc([N+](=O)[O-])s1
  12.8	-20.9	10.3	4.9	0.6	-13.5	-2.5	5.8	8.3
CC(=O)c1ccc(N2CCN(S(=O)(=O)c3cccc(S(=O)(=O)N4CCOCC4)c3)CC2)cc1
  -1.3	-2.9	0.1	0.8	-8.9	4.5	-7.0	21.7	-1.3

Fetched one by one from above (three):
Value order: CHRM4 antagonist	M4 PAM	CHRM4 agonist	CHO-K1 Ca ag	CHO-K1 Ca antag	M5 PAM	CHRM5 agonist	M1 PAM parental	CHRM5 antagonist
CCCN(C(=O)COC(=O)CSc1ccc(C(N)=O)cc1[N+](=O)[O-])C1CCS(=O)(=O)C1 (centres undefined)
  -12.8	9.6	0.0	0.8	-7.6	-5.7	-0.1	7.5	5.2
O=C(NCc1nc2ccccc2[nH]1)C1=C[C@H](C2CC2)C[C@H](OCCCCO)O1
  9.5	7.5	0.7	0.3	-5.1	-2.8	-1.0	8.6	13.1
CC(C)NC(=O)CCNS(=O)(=O)c1ccc(Br)cc1
  5.4	0.7	0.8	0.8	-17.4	-1.9	1.7	14.1	2.5

Next structures follow:
Value order: CHRM4 antagonist	M4 PAM	CHRM4 agonist	CHO-K1 Ca ag	CHO-K1 Ca antag	M5 PAM	CHRM5 agonist	M1 PAM parental	CHRM5 antagonist
CC1=CC(C)C(CN(CCC[N+](C)(C)C)C(=O)Nc2ccccc2)C(C)C1 (centres undefined)
  -9.7	-29.7	10.0	3.0	-8.8	-13.0	-2.9	16.6	12.3
C=CCn1c(O)c(N=O)c2cc(C)ccc21
  -8.1	6.2	-0.9	-0.3	-7.2	4.2	-3.0	12.3	12.0
Cc1cc2cc(CN(Cc3ccco3)S(=O)(=O)c3c(C)ccc4nsnc34)c(=O)[nH]c2cc1C
  1.9	-12.8	3.6	1.4	-3.1	-5.9	-0.1	2.6	1.1
Cc1cc(C)c2nc(NNC(=O)c3ccc(S(=O)(=O)N4CCCCC4)cc3)sc2c1
  -5.5	4.0	6.1	0.7	-4.8	-1.9	3.9	0.8	0.0
CN(CC(=O)Nc1ccc(S(=O)(=O)N2CCCC2)cc1)CC(=O)Nc1ccc(F)c(F)c1F
  1.1	-0.3	4.1	4.1	-0.4	-1.3	3.4	15.3	11.3
Cc1ccc(-n2ncc3c(NCc4ccco4)ncnc32)cc1C
  8.8	-14.0	17.4	5.2	-2.1	-12.5	0.6	5.5	13.0
COc1ccc(CCC(=O)NNC(=O)c2cc(Cl)ccc2OC)cc1OC
  0.9	0.4	3.2	1.8	-10.7	-1.2	-1.5	13.9	14.3
COc1ccc(CN(C)C(=O)C2CSC3(C)CCC(=O)N23)c(OC)c1 (centres undefined)
  -10.9	3.8	1.3	0.2	-1.7	-1.6	1.1	4.4	3.6
CCn1c(/C=C/c2ccccc2F)nc2ccccc2c1=O
  -5.9	-2.0	3.0	1.0	-5.2	-1.3	0.0	-16.5	11.1
O=C(NC1CC2CCCC(C1)N2C(=O)Nc1ccccc1)c1ccncc1 (centres undefined)
  -2.5	3.9	-0.1	0.3	-2.5	-0.6	-7.8	0.3	0.9

Value order: CHRM4 antagonist	M4 PAM	CHRM4 agonist	CHO-K1 Ca ag	CHO-K1 Ca antag	M5 PAM	CHRM5 agonist	M1 PAM parental	CHRM5 antagonist
Cc1ccc(Nc2ncccc2C(N)=O)cc1
  -0.1	-2.3	0.5	0.0	-7.8	-4.6	-3.3	18.5	-2.4
Cc1ccccc1N(C(=O)c1ccccn1)C(C(=O)NCc1ccccc1)c1cccnc1 (centres undefined)
  -4.5	1.7	2.3	0.8	-13.9	-3.5	-0.5	-10.4	-2.8
O=[N+]([O-])c1cc([N+](=O)[O-])c(Oc2ccccc2F)cc1NN1CCCCC1
  5.0	10.7	0.6	0.9	-17.6	4.9	1.3	18.4	2.0
Cc1nc(N2CCC3(CC2)OCCO3)c2nnn(Cc3ccccc3F)c2n1
  -1.3	-4.6	2.0	0.6	-6.4	-3.7	-8.9	4.2	-2.2
O=C(NCC1CCCO1)c1cccc(S(=O)(=O)Nc2ccccc2Cl)c1 (centres undefined)
  5.1	0.1	2.3	1.9	-10.1	-0.6	1.0	10.7	0.1
COc1ccc(-c2nc3ncccn3c2Nc2ccccc2)cc1
  3.8	5.9	2.2	-0.2	7.3	0.7	1.6	4.3	-1.9
Cc1nc2cc(C(=O)O)ccc2n1-c1ccccc1
  4.1	-5.6	-0.4	-0.2	7.7	-2.1	-1.3	-5.0	3.6
Cc1ccc(-c2c(C)n([O-])c3c([n+]2=O)CCC3)cc1
  8.1	-2.5	0.6	-0.4	-1.5	-1.5	1.8	2.6	1.1
O=C(NN=C1CCCC1)c1ccc(O)cc1
  1.8	-3.0	0.2	0.3	0.8	-1.2	2.1	-4.5	7.7
Brc1ccc(C2Nc3cccc4cccc(c34)N2)o1
  1.8	7.2	-0.2	0.0	-5.3	3.1	2.5	8.7	-0.9
Cc1cc(C)c(CN2CCC(n3nccc3NC(=O)CCOc3ccccc3)CC2)cc1C
  -8.1	2.3	11.4	5.6	-22.4	7.0	-3.1	20.0	-5.1
